Source: PubChem (several laboratories)
ANO1 block: inhibitors of mouse TMEM16A calcium-activated chloride channel; normalized B-score (activity score, 25-100; higher = stronger inhibition) at 10 µM; Q8BHY3; hit rate 1.2% among 310,000; HEK293 TMEM16A/YFP iodide influx fluorescence, ionomycin;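 active = ratio plate-corrected score three or more library SD toward inhibition, starting fluorescence score within five deviations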;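 also: score derived from kinetic fluorescence span divided by baseline fluorescence per well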
HDAC3 inh: blocks human histone deacetylase 3 | hit rate 0.15% among 320,000 | recombinant HDAC3, fluorogenic peptide/trypsin coupled, fluorescence | inhibition, % at 8.3 µM; in the data active = inhibition above about 26%, passing the limit was not always enough
Target sequence (O15379 whole entry, looked up): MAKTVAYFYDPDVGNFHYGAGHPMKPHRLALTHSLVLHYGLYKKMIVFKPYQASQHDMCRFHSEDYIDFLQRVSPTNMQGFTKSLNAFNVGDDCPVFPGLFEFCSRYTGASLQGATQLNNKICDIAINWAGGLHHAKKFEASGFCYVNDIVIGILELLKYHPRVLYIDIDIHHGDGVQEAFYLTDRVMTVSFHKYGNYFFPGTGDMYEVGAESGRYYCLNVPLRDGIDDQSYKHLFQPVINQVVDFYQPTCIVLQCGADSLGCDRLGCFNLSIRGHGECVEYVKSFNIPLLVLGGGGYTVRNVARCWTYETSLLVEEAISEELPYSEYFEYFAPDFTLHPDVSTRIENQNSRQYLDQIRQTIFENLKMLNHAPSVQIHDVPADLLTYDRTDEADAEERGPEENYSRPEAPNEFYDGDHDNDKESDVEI
KCNK3 inh: human KCNK3 channel inhibition, primary screen | O14649 | CHO-KCNK3 thallium flux, FluxOR fluorescence; active compounds read low | B-score at 10 µM | hit rate 0.84% among 340,000 | AID 602410;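 active = B-score under library mean minus 4 SD, starting fluorescence ratio at most library mean plus 5 SD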;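 also: more negative B-score means stronger inhibition of thallium flux through KCNK3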
KCNK9 block: inhibitors of human KCNK9 two-pore domain potassium channel. Q9NPC2. HEK293 KCNK9, FluxOR thallium flux fluorescence; active compounds read low. B-score at 10 µM. hit rate 1.2% among 310,000. AID 488922;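 active = ratio B-score over 3 SD below the library mean, with starting fluorescence within 5 SD of its mean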;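 also: negative B-score means less thallium flux so channel inhibition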
Target sequence (Q9NPC2 whole entry, looked up, the tested form may be a part): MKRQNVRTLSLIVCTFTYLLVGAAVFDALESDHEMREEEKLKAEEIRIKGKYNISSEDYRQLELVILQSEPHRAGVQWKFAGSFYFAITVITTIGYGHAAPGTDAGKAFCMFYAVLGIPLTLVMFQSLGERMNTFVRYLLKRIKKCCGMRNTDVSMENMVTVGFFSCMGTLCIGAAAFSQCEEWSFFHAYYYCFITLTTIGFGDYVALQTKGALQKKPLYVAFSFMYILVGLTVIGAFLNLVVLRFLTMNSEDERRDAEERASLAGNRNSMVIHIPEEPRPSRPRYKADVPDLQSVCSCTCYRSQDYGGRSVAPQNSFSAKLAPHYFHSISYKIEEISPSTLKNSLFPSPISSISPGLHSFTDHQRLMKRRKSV
hERG rescue: compounds protecting human hERG from proarrhythmic drug block; Q12809; CHO-hERG, FluxOR thallium flux, dofetilide IC70 present; activation (rescue from dofetilide block), less the hit threshold, % at 10 µM; hit rate 0.51% among 310,000; AID 1511;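 active = activation above the mean of controls blocked by dofetilide plus 5 SD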;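 also: thallium influx through hERG after potassium depolarization seen as dye fluorescence rise; in these data hits start at about 4.7%; inactives centre near -7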
Dyrk1A ADPGlo: blocks rat Dyrk1A kinase activity. Q63470. inhibition, % at 12.5 µM. ADP-Glo luminescence, NFATc1 peptide. AID 504441. hit rate 0.43% among 310,000; in the data active = inhibition above about 50%;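 also: plate controls were vehicle with enzyme for no effect and no enzyme for full effect; many of its hits are not listed in these tables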
KCNQ1 pot: human KCNQ1 channel potentiation or activation; AID 2648; CHO-K1 KCNQ1, thallium flux FluxOR fluorescence; active compounds read high; P51787; hit rate 0.35% among 310,000; B-score at 10 µM;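 active = fluorescence ratio B-score, a plate-corrected score, at least three library SD, with initial intensity B-score within 5 SD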
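Doses: Single concentration per compound, DMSO matched to controls | Test system: KCNQ1-transfected CHO-K1 cells | Timing: 90 min dye loading and 20 min compound exposure, both at room temperature | Measured by: Kinetic FluxOR thallium fluorescence, 10-s 1-Hz baseline, 110-s post-stimulus read | Medium: Assay buffer with matched DMSO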
ANO1 activ: mouse TMEM16A channel activation, primary screen | AID 623877 | Q8BHY3 | hit rate 0.3% among 340,000 | HEK293 TMEM16A/YFP-H148Q/I152L, iodide quench fluorescence; active compounds read low | B-score at 10 µM;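 active = fluorescence-ratio B-score plate-corrected deviation score at least 3 library SD below zero, with starting fluorescence score within 5 deviations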;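 also: channel opened by trigger with iodide after compound preincubation; score built on the fluorescence ratio of max minus min over baseline; more negative score means more quench and so TMEM16A activation or potentiation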
TRPC4 PAM: allosteric potentiators of mouse TRPC4 channel; Q9QUQ5; HEK293 TRPC4beta/mu-opioid, DAMGO EC20, Fluo-4 Ca2+ flux; active compounds read high; B-score at 10 µM; hit rate 0.42% among 310,000;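 active = B-score of calcium response area above 5 SD of library B-scores, with initial fluorescence ratio within 5 SD of library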;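 also: B-score of integrated fluorescence ratio over time as area under calcium response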
KCNQ1 block: inhibitors of human KCNQ1 potassium channel; P51787; CHO-K1 KCNQ1, FluxOR thallium flux fluorescence; active compounds read high; B-score at 10 µM; hit rate 1.3% among 310,000; AID 2642;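 active = compounds whose thallium flux B-score, printed positive for inhibition, exceeds three library SD while starting fluorescence stays within three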;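 also: channel opened by potassium depolarization with thallium stimulus after 20 min compound exposure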
TRPC4 act: TRPC4 (mouse) channel activation. AID 2237. HEK293 TRPC4beta/mu-opioid, Fluo4 calcium fluorescence; active compounds read high. Q9QUQ5. hit rate 0.49% among 310,000. B-score at 10 µM;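 active = B-score above 5 SD of library B-scores, and initial fluorescence ratio not above library mean plus 5 SD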;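 also: positive B-score marks a calcium rise read as TRPC4 activation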
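System: HEK293 cells stably co-expressing mouse TRPC4beta and mu-opioid receptor; Schedule: Fluo4 dye loading 45 min at room temperature, 110 s recording; Detection: Fluo4 fluorescence, kinetic; Evaluation: B-scored integrated calcium fluorescence ratio; Controls: buffer (low) and maximal DAMGO (high).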
The depositor's hits bear a star; i = inactive; nt = not tested or not shown; & = joins results of further samples. Not all compounds are listed; count on the stated rates, not on these rows.

#	canonical_smiles	ANO1 block	HDAC3 inh	KCNK3 inh	KCNK9 block	hERG rescue	Dyrk1A ADPGlo	KCNQ1 pot	ANO1 activ	TRPC4 PAM	KCNQ1 block	TRPC4 act
1	CC(C)NC(=O)NC(=O)COC(=O)c1ccccc1O	i	2.4	i	i	-6.8	nt	i	i	i	i	i
2	CCc1ccc(OCC(=O)N(C)C)c(Br)c1	i	4.9	i	i	-6.8	-2.4	i	i	i	i	i
3	O=C(c1ccc2c(c1)OCO2)N(c1ccc(Cl)cc1)C1C=CS(=O)(=O)C1 (stereo not drawn)	i	1.6	i	i	-5.5	-10.0	i	i	i	i	i
4	COc1ccc(-c2nsc3c(N4CCCCC4)ncnc23)cc1	i	4.0	i	i	8.0*	0.5	i	i	i	i	i
5	CCOc1cccc(N2C(=O)CC(N3CCN(c4nc5ccccc5s4)CC3)C2=O)c1 (stereo not drawn)	i	3.3	i	i	-6.4	1.2	i	i	i	i	i
6	Cc1ccccc1Cn1nc(C)c(NC(=O)c2ccccc2)c1C	i	0.1	i	i	7.6*	nt	i	i	i	i	i
7	O=C(Nc1cccn(Cc2c(Cl)cccc2Cl)c1=O)c1ccccc1Cl	i	3.5	i	-6.79*	-3.8	0.4	i	i	i	i	i
8	Cc1ccc2oc(=O)cc(CN3CCCCC3)c2c1	i	6.0	i	i	-3.7	4.6	i	i	i	i	i
9	CN(CC(=O)Nc1cccc(F)c1)C(=O)c1ccc(N2CCCCCC2)c([N+](=O)[O-])c1	i	nt	i	i	-10.6	-4.8	i	i	i	i	i
10	Nc1nnc(Sc2ccc(Cl)cc2[N+](=O)[O-])s1	i	-8.2	i	i	-1.9	-2.4	i	i	i	i	i
11	C=CCn1c(SCCCC)nc(O)cc1=O	i	-8.1&-4.7	i	i	-5.2&-6.9	-3.2	i	i	i	i	i
12	CCOC(=O)N1CCN(c2c(N3CCN(c4ccccc4F)CC3)c(=O)c2=O)CC1	i	-4.0	i	i	-11.9	-1.6	i	i	i	i	i
13	CN(CCc1ccccn1)C(=O)CCC1CCCN(C(=O)c2ccsc2)C1 (stereo not drawn)	i	-2.1	i	i	-2.8	4.8	i	i	i	i	i
14	CCOc1cc(NC(=S)NCCCN2CCOCC2)c(OCC)cc1NC(=O)c1ccco1	i	-4.9	i	i	-12.0	-6.2	i	i	i	i	i
15	C=C(C)C(=O)Nc1cccc(C2=NOC3(C2)C[C@H](C(N)=O)N(C(=O)/C=C/C)C3)c1 (stereo partly drawn)	i	1.6	i	i	-4.7	-8.3	i	i	i	i	i
16	COc1ccccc1C(=O)NCCNc1ccc([N+](=O)[O-])cc1Cl	i	2.1	i	i	-1.0	nt	i	i	i	i	i
17	COc1ccc(S(=O)(=O)N2CCCCC2)cc1NC(=O)CSc1ncnc2ccccc12	i	5.2	i	i	-8.0	-2.4	i	i	i	i	i
18	Cc1ccsc1-c1cc(C(=O)O)c2c(ccc3ccccc32)n1	i	-34.1	i	i	-8.2	31.2	i	i	i	i	i
19	COC(=O)C1=C(Nc2ccc(OC)cc2)C=C(C)C(C(=O)OC)C1c1ccc(C)cc1 (stereo not drawn)	i	9.3	i	i	-10.2	5.9	i	i	i	i	i
20	CCOc1ccccc1N(CC(=O)N/N=C(\C)c1cccc(Br)c1)S(C)(=O)=O	i	2.3	i	i	-4.4	-5.2	i	i	i	i	i
21	CC(C)OC(=O)c1c2c(n3ccccc13)C(=O)c1ccccc1C2=O	i	nt	i	i	-8.1	6.8	i	i	i	i	i
22	O=C(CN1C(=O)NC2(CCCCC2)C1=O)Nc1nc2c(F)cc(F)cc2s1	i	1.6	i	i	-9.5	3.0	i	i	i	i	i
23	CCN(CC)C(=O)c1sc(NC(=O)Cc2ccc(OC)cc2)c(C#N)c1C	i	-1.6	i	i	-11.1	0.0	i	i	i	i	i
24	CN1CCN(S(=O)(=O)c2ccc(NC(=O)c3csc4ccccc34)cc2)CC1	i	0.2	i	i	-13.2	29.1	i	i	i	i	i
25	NC(=O)c1c(NC(=O)CSc2nnc(-c3ccco3)n2-c2ccccc2)sc2c1CCC2	i	0.2	i	i	-3.3	12.0	i	i	i	i	i
26	Cc1ccc(Nc2ccc(C(=O)O)cc2N)cc1	i	-9.4	nt	i	-1.2	nt	i	nt	i	i	i
27	CCc1noc(C)c1C(=O)Nc1cc(S(=O)(=O)N(CC)CC)ccc1N1CCOCC1	i	nt	i	i	-8.5	-2.9	i	i	i	i	i
28	COc1ccc(CCNC(=O)CNS(=O)(=O)c2ccc(N(C)C)c([N+](=O)[O-])c2)cc1OC	i	2.3	i	i	-4.2	1.3	i	i	i	i	i
29	COC(=O)/C=c1/s/c(=C(\C#N)C(=O)NCc2ccco2)n(-c2ccccc2)c1=O	i	-4.7	i	i	-5.9	1.4	i	i	i	i	i
30	CC(=O)Nc1ccccc1C(=O)N1CCN(Cc2ccc3c(c2)OCO3)CC1	i	5.3	i	i	-8.3	-0.6	i	i	i	i	i
31	COc1ccc2ccccc2c1CN1CCN(Cc2ccccc2)CC1	i	8.6	i	i	-17.3	0.3	i	i	i	i	i
32	CCn1c(CNc2ccc(C(=O)O)cc2)nc2ccccc21	i	-3.3	i	i	-4.5	0.4	i	i	i	i	i
33	CC1(C(=O)Nc2nc3ccc(S(C)(=O)=O)cc3s2)CC1(Cl)Cl (stereo not drawn)	i	2.0	i	i	-5.9	32.2	i	i	i	i	i
34	c1ccc(-c2nc(-c3ccccn3)nc(-c3ccccn3)n2)nc1	i	-3.3	i	i	-14.9	-7.2	i	i	i	i	i
35	Cc1nn(-c2ccccc2)c2c1C1(C(=O)N(C(C)C)c3ccccc31)C(C#N)=C(N)O2 (stereo not drawn)	i	10.6	i	i	-10.2	7.4	i	i	i	i	i
36	Cc1c(C(c2ccc(F)cc2)c2c(C)n(C)n(-c3ccccc3)c2=O)c(=O)n(-c2ccccc2)n1C	i	-0.9	i	i	-10.8	nt	i	i	i	i	i
37	O=C(Cn1cccc1)N1CCN(c2ccc(F)cc2)CC1	i	1.6	i	i	-8.1	2.0	i	i	i	i	i
38	O=C(CN1C(=O)C2C3C=CC(C4CC34)C2C1=O)OCC(=O)c1ccccc1 (stereo not drawn)	i	-6.9	i	i	-2.1	-5.2	i	i	i	i	i
39	CC(C)c1ncc(C(O)c2ccccc2)n1C (stereo not drawn)	i	nt	i	i	-3.6	nt	i	i	i	i	i
40	Cc1ccccc1C(=O)Oc1ccccc1N1C(=O)C2CC=CCC2C1=O (stereo not drawn)	i	nt	i	i	-4.3	1.7	i	i	i	i	i
41	O=C(NC(=O)N1CCN(c2ccccc2F)CC1)c1ccccc1	i	-1.2	i	i	1.5	4.4	i	i	i	i	i
42	CC(=O)N/C(=C\c1ccccc1)C(=O)OCC(=O)N(C)C1CCCCC1	i	4.7	i	i	-7.3	2.7	i	i	i	i	i
43	O=C(N/N=C/c1ccc(O)c(O)c1)NC12CC3CC(CC(C3)C1)C2	i	3.6	i	i	-7.7	5.3	i	i	i	i	i
44	CCC1(c2ccccc2)NC(=O)N(CC(=O)Nc2ccc(N3CCCC3)cc2C)C1=O (stereo not drawn)	i	2.0	i	i	-9.0	14.7	i	i	i	i	i
45	Fc1ccccc1/C=N/Nc1cc(N2CCCCC2)ncn1	i	-0.9	i	i	-6.7	3.6	i	i	i	i	i
46	COc1cc(OC)c(OC)cc1CN1CCN(Cc2ccco2)CC1	i	-0.1	i	i	-6.0	4.7	i	i	i	i	i
47	Cc1cccc(C(=O)NNC2=CC(=O)CC(C)(C)C2)c1O	i	13.2	i	i	-9.5	6.2	i	i	i	i	i
48	COc1ccccc1O	i	1.9	i	i	-3.5	-2.6	i	i	i	i	i
49	COc1cccc(NC(=O)[C@H](CC(C)C)NC(=O)[C@@H]2Cc3ccccc3CN2)c1	i	3.8	i	i	-6.2	8.2	i	i	i	i	i
50	Cc1ccc2nc(N/C(=N/S(=O)(=O)c3ccc(F)cc3)c3ccccc3)sc2c1	i	6.7	i	i	-3.2	-0.1	i	i	i	i	i
51	CC1(C(=O)NCCCN2CCOCC2)Oc2cccnc2NC1=O (stereo not drawn)	i	-5.7	i	i	-13.2	nt	i	i	i	i	i
52	CC1CCc2[nH]c3ccc(C(=O)N(C)CC(=O)Nc4cccc(F)c4)cc3c2C1 (stereo not drawn)	i	2.3	i	i	-13.7	nt	i	i	i	i	i
53	COc1cc2c(cc1OC)CN(C(=O)c1ccco1)CC2	i	-1.2	i	i	-7.9	1.2	i	i	i	i	i
54	O=C(O)CCCN1C(=O)/C(=C/c2cn(-c3ccccc3)nc2-c2cccs2)SC1=S	nt	nt	i	i	-26.1	-4.0	i	i	i	i	i
55	CCN1CCN(c2cc(C)c3cc(NC(=O)c4ccncc4)ccc3n2)CC1	i	0.4	i	i	-8.9	0.9	i	i	i	i	i
56	COc1ccc(C(C)=O)cc1COc1ccc([N+](=O)[O-])c(C)c1	i	-3.7	i	i	-14.9	-2.9	i	i	i	i	i
57	COc1ccc(NS(=O)(=O)c2ccc(N3CCCC3)c(NC(=S)Nc3ccc(SC(F)F)cc3)c2)cc1	i	-3.6	i	i	-3.3	-5.5	i	i	i	i	i
58	CCc1ccc(S(=O)(=O)c2ccc(-n3nc(C)cc3N)cc2)cc1	i	-1.7	i	i	-5.8	-3.0	i	i	i	i	i
59	O=C(CSc1nnc(CN2CCOCC2)n1-c1ccc(Cl)cc1)N1CCc2ccccc21	i	1.1	i	i	-1.5	7.4	i	i	i	i	i
60	COC(=O)c1cc(S(=O)(=O)Nc2cc(OC)cc(OC)c2)c[nH]1	i	7.2	i	i	-4.7	-1.9	i	i	i	i	i

The list continues.
#	canonical_smiles	ANO1 block	HDAC3 inh	KCNK3 inh	KCNK9 block	hERG rescue	Dyrk1A ADPGlo	KCNQ1 pot	ANO1 activ	TRPC4 PAM	KCNQ1 block	TRPC4 act
61	C=CCn1c(SCC(C)=O)nnc1-c1cc(-c2ccccc2)sc1N	i	-2.6	i	i	-4.9	3.5	i	i	i	i	i
62	CCc1ccc2oc(=O)cc(CN3CCCCC3)c2c1	i	-5.3	i	i	-1.2	6.9	i	i	i	i	i
63	Cc1noc(C)c1C(=O)N1CCc2ccccc21	i	-6.5	i	i	-3.2	2.1	i	i	i	i	i
64	Cc1ccc(C)c(OCC(=O)Nc2nc3ccc([N+](=O)[O-])cc3s2)c1	i	-2.1	i	i	-2.2	1.5	i	i	i	i	i
65	COc1ccccc1NC(=O)Cn1nnc(C(=O)NCc2cccs2)c1N	i	-1.6	i	i	-2.9	-9.6	i	i	i	i	i
